Screens deposited in PubChem BioAssay by several laboratories.
PP5 inh = inhibitors of human protein phosphatase 5 (PP5) | purified PP5c, OMFP substrate fluorescence | inhibition, % at 6.7 µM | 320,000 compounds, 0.18% hits;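 active = inhibition above the campaign's mean inhibition across all tested compounds plus 3 SD, cut at about 9.5% in these data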;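 note: 0% = DMSO only and 100% = 100 µM cantharidin control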
Target sequence (P53041 whole entry, looked up): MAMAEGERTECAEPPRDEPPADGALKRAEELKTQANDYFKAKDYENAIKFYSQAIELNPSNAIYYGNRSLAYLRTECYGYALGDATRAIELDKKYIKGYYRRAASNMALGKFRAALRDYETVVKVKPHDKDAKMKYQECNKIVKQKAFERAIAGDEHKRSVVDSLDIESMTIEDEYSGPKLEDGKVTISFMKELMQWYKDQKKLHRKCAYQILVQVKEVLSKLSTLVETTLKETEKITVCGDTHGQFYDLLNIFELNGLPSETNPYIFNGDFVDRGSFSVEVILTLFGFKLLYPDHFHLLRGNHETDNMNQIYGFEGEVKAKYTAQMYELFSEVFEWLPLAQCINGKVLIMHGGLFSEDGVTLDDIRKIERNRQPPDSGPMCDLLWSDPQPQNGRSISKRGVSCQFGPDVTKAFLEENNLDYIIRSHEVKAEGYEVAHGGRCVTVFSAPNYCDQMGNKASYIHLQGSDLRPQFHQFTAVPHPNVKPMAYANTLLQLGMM
Efflux pump mplx = blocks antifungal efflux pumps in multiplex yeast assay. S. cerevisiae Candida pump triplex, Nile Red efflux. inhibition, % at 10 µM. 330,000 compounds, 0.44% hits;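 active = plate passing quality check with inhibition over a set limit, or well fluorescence over plate mean plus 4 SD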;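 note: Nile Red retained in pooled yeast measured as flow cytometry median fluorescence; 0% = buffer negative control and 100% = Enniatin B positive control; higher means more Nile Red kept so more efflux inhibition; some compounds called inactive have numbers as strong as hits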
GASC-1 inh = blocks human GASC-1 demethylase activity | Q9H3R0 | 330,000 compounds, 0.069% hits | GST-JMJD2C(1-420) H3K9me3 demethylation, DELFIA europium | inhibition, % at 2.35 µM | AID 2099;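 active = more than half of a compound's replicate wells show inhibition beyond 50%, single wells judged on their own value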;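 note: signal counts dimethyl H3K9 product captured on neutravidin plate; 0% = median of DMSO wells and 100% = 0.3 times that DMSO median; strong numbers were not always called active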
PREPL inhibitor = inhibitors of human prolyl oligopeptidase-like enzyme PREPL. recombinant PREPL, fluorescence polarization activity-based probe. Q4J6C6. inhibition, % at 5.96 µM. 320,000 compounds, 0.68% hits; in the data active = inhibition above about 43%;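 note: 0% = enzyme with DMSO and 100% = wells lacking enzyme; many of its hits are not listed in these tables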
LYPLA2 counter = LYPLA2 (human) inhibition in PME1 counter-screen. inhibition, % at 5.9 µM. recombinant LYPLA2, FP-Rh probe fluorescence polarization. O95372. 320,000 compounds, 0.38% hits;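 active = inhibition above the screen-wide mean plus 3 SD, limit set per campaign, cut at about 26% in these data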;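 note: 0% = LYPLA2 with DMSO and 100% = wells lacking LYPLA2 enzyme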
Target sequence (O95372 whole entry, looked up): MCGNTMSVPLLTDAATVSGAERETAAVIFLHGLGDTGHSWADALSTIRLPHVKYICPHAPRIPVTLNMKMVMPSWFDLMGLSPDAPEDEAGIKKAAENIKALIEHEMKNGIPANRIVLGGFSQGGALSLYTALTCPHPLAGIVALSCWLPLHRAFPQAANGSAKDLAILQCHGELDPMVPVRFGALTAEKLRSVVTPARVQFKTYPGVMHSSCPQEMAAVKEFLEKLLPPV
TPT1 inhibitor = blocks Candida albicans tRNA 2'-phosphotransferase; recombinant caTPT1, FP RNA substrate dephosphorylation; inhibition, % at 5 µM; 300,000 compounds, 0.81% hits;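 active = inhibition above the mean of all tested compounds plus 3 SD, set per screening campaign, cut at about 24% in these data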;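 note: plate controls were DMSO alone for no effect and ferristatin control at 100 nM for full effect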
CTSL1 counter = blocks F. hepatica cathepsin L1 in PFM18AAP counter-screen; recombinant F. hepatica cathepsin L1, Z-Leu-Arg-MCA fluorescence; inhibition, % at 5.96 µM; 300,000 compounds, 0.49% hits; AID 1906;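 active = inhibition above the mean of all tested compounds plus 3 SD, set per screening campaign, cut at about 17% in these data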;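 note: 0% = plate median of test compound wells and 100% = 1 µM Z-Phe-Ala-diazomethylketone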
PP1 inh = PP1-alpha (human) inhibition in PP5 counter-screen; purified PP1alpha, OMFP fluorescence; inhibition, % at 6.7 µM; 320,000 compounds, 0.9% hits;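 active = inhibition above the mean inhibition of all tested compounds plus 3 SD, computed separately for each screening campaign, cut at about 15% in these data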
Target sequence (P62136 whole entry, looked up): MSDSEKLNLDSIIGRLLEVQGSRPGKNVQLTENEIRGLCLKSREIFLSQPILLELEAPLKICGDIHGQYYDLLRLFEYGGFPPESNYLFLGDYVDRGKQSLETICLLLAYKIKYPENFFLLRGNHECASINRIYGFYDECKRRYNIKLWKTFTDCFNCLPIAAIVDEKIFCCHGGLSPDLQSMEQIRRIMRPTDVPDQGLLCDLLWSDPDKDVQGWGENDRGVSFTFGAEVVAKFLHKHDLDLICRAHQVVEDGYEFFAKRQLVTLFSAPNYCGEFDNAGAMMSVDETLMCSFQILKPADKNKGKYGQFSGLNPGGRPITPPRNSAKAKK
core dimer inh = HCV core protein dimerization inhibition. TR-FRET GST/Flag-core106 dimerization, 1536-well. AID 1899. 300,000 compounds, 0.33% hits. inhibition, % at 5 µM;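 active = inhibition above the mean of all tested compounds plus 3 SD, set per screening campaign, cut at about 45% in these data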
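Material: GST/Flag-tagged HCV core106 proteins. Incubation: 4 h, 22.5 °C incubation. Read-out basis: inhibition (%) from 671 over 617 nm ratio. Measured by: TR-FRET, excitation 340 nm, emission 617 and 671 nm.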
An asterisk follows results filed as active; . = no result given. Some of the compounds tested (hit frequency here may not be typical).

SMILES	PP5 inh	Efflux pump mplx	GASC-1 inh	PREPL inhibitor	LYPLA2 counter	TPT1 inhibitor	CTSL1 counter	PP1 inh	core dimer inh
O=C(Nc1ccc(Oc2ccccc2)nc1)C1CCCCN1Cc1cccc(O)c1 (stereo not given)	0.5	0.0	1	-3	-5	-1	-3	-8	0
CCOc1ccc(N2C(=O)CN=C2Nc2ccccc2Cl)cc1	-0.9	-0.1	1	-5	2	3	-2	0	1
CC(=O)NC(c1ccco1)c1ccc2cccnc2c1O (stereo not given)	-0.5	-0.1	-4	-1	6	-4	-3	0	-4
Cc1cc(C)nc(NC(=O)NS(=O)(=O)Nc2ccc(Br)cn2)n1	-1.8	-0.1	-7	-2	0	2	1	-5	1
CC(C)(C)C(=O)Nc1nnc(CC(=O)NCc2ccccc2)s1	-0.9	-0.1	-6	18	0	-4	0	2	-8
CCOC(=O)CNC(=O)N1CCC(CCOc2ccccc2)(C(=O)OCC)CC1	1.1	0.2	12	8	1	-1	1	6	0
Cc1ccc2ncc(NC(=O)c3ccc(F)cc3)c(=O)n2c1	1.2	-0.1	-9	0	1	-1	2	2	-4
Cc1ccc(S(=O)(=O)Oc2cc(N)c3c(n2)CCC3)cc1	5.5	0.2	56	4	0	0	-5	-1	-9
CC(C)(C)NC(=O)CSc1ccc(C(C)(C)C)cc1	0.5	0.0	-13	0	1	-2	0	-5	3
CC(OC(=O)c1ccc(-n2cnnn2)cc1)C(=O)Nc1ccc(F)c(F)c1F (stereo not given)	0.5	0.0	10	-9	-12	.	.	-1	.
COc1ccc(N2C(=O)CC(N3CCN(c4ccc(C(=O)c5cccnc5)cc4)CC3)C2=O)cc1 (stereo not given)	2.1	9.8*	-19	11	23	0	2	0	-1
Cc1ccc(C)c2nc(SCC(=O)Nc3ccc4c(c3)OCO4)c(C#N)cc12	-0.3	0.1	4	-2	-3	0	-3	0	3
Cc1c(Cl)cccc1NC(=S)Nc1ccccn1	5.0	0.1	6	-11	-1	0	-1	-2	-3
CCCCNc1nc(-c2ccccc2)cc(C(F)(F)F)c1C(N)=O	3.1	0.0	-2	-2	-5	-3	1	2	-8
COc1ccc(NS(=O)(=O)c2ccc(NC(=O)Cc3cccs3)cc2)cc1	3.3	0.4	-4	-7	-4	-2	-3	-2	7
COc1ccc(CC(=S)N2CCOCC2)cc1OC	2.8	0.5	2	9	-4	-2	-2	-6	-2
CCOC(=O)c1c(C)[nH]c(C)c1S(=O)(=O)NCCN1CCN(c2cc(Cl)ccc2C)CC1	2.4	0.0	-14	9	-3	0	1	-2	9
CC12CCC(C(=O)NC3CCCC3)(CC1=O)C2(C)C (stereo not given)	-1.5	0.1	-2	2	4	2	-3	0	0
Cc1ccc(S(=O)(=O)N2CCSC2)cc1C	-0.3	0.0	1	15	6	-9	3	4	2
Cc1ccc(CSC2=NCCN2C(=O)c2ccco2)cc1	-1.4	0.0	-3	7	2	-2	2	0	-2
COc1ccccc1N1CCN(C(=O)CN2C(=O)c3ccccc3S2(=O)=O)CC1	0.2	0.0	-1	-6	0	-4	-1	-2	2
COC(=O)c1c(NC(=O)COC(=O)Cn2cnc3ccccc32)sc2c1CCCC2	-3.0	-0.3	4	0	0	-2	5	-6	-5
Clc1nc(N2CCOCC2)ncc1Br	-1.6	0.1	-3	-6	1	-2	-3	-8	3
CCCOc1ccc(NC(=O)CC2C(=O)N(Cc3ccccc3)C(=S)N2Cc2cccs2)cc1 (stereo not given)	4.4	-0.1	16	-5	-24	-1	0	14	9
COc1ccccc1NC(=O)C1=C(C)Nc2nnnn2C1c1cccc(Br)c1 (stereo not given)	3.9	0.3	9	5	-4	2	0	-1	0
Next section
SMILES	PP5 inh	Efflux pump mplx	GASC-1 inh	PREPL inhibitor	LYPLA2 counter	TPT1 inhibitor	CTSL1 counter	PP1 inh	core dimer inh
CCOC(=O)Cc1nnc(NC(=O)C23CC4CC(CC(C4)C2)C3)s1	3.7	-0.1	-26	-14	1	-4	-5	-2	6
COc1cccc2cc(C(=O)NCc3ccc(Cl)cc3)c(=O)oc12	-1.9	-0.2	8	-3	8	2	-1	-7	6
CCOC(=O)c1ccc(NC(=O)CCS(=O)(=O)c2ccc(Br)s2)cc1	2.7	-0.2	3	0	0	-3	-6	-1	8
Cc1ccc(S(=O)(=O)N(Cc2ccc(F)cc2)C(=O)N2CCN(C)CC2)cc1	-1.2	0.0	-2	-5	5	0	0	1	0
COc1cc(C(=O)ON=C2C=C(C)C(=O)C(C)=C2)cc(OC)c1OC	1.8	-7.4	-6	-1	4	0	0	-2	-8
Cc1ccc(CNC(=O)C2CC(=O)N(CCC(C)C)C2)cc1 (stereo not given)	0.9	-0.1	2	-4	-1	-1	-6	-5	2
Cn1c(=O)c(=O)n(C)c2cc(S(=O)(=O)N3CCCC3C(=O)Nc3ccccc3F)ccc21 (stereo not given)	-0.7	0.0	-13	4	1	-3	1	-4	-4
CCOC(=O)N1CCN(CC(=O)Nc2ccc(Oc3ccccc3)cc2)CC1	1.7	0.0	-10	2	-2	-6	-2	-2	-12
COc1cccc(NC(=O)CN(C)C(=O)CC2CC3CCC2C3)c1 (stereo not given)	-0.5	0.1	9	-2	3	3	-1	-3	1
O=C(CC(=O)Nc1ccc(Cl)cc1Cl)Nc1ccc(Cl)cc1Cl	0.0	0.1	9	7	-6	0	3	-1	10
O=C(c1cc2nc(-c3ccc(F)cc3)cc(C(F)(F)F)n2n1)N1CCOCC1	0.2	-0.1	-2	16	-2	-5	2	-1	-3
CC(C)CC(c1nnnn1Cc1ccco1)N1CCN(C2CCCC2)CC1 (stereo not given)	-0.6	0.1	5	11	-8	-10	2	-2	3
Cc1cc(=O)c(C(=O)O)cn1Nc1ccc(Cl)cc1	-0.1	0.1	22	-2	6	-3	-2	2	-6
O=C(CSc1nc2ccc(NC(=O)CSc3nnnn3Cc3ccccc3)cc2s1)Nc1ccccc1	-1.2	0.0	-2	-29	-28	-3	0	22*	24
Cc1cc(C)cc(-n2nnc(C(=O)NCc3ccccc3)c2N)c1	-1.1	0.0	-2	3	-5	-3	4	2	11
COc1ccccc1NC(=O)c1ccccc1SC	-0.7	-0.1	7	-4	5	-2	-2	-1	-6
CCCCC(=O)Nc1ccc2c3c(cccc13)C(=O)N2CC	1.9	0.2	-5	15	-5	-1	4	6	-8
COc1cc(CNCCO)cc(Cl)c1OCc1ccccc1Cl	-1.2	-0.1	-8	-43	-2	-1	9	2	-3
O=C(NC(Cc1ccccc1)C(=O)O)c1ccccc1 (stereo not given)	1.8	0.0	-17	7	-1	6	-1	1	2
COc1cccc(NC(=O)CC2Oc3ccccc3NC2=O)c1 (stereo not given)	-1.2	-0.2	2	24	10	-6	4	-1	2
COc1cccc(CNc2ccc(N3CCC(C)CC3)cc2)c1OC	3.9	0.0	29	2	1	-3	-3	12	-9
CC(C)n1c(CCC(=O)O)ccc1-c1ccccc1	1.0	0.1	-2	-3	-7	-2	-1	2	-1
Cc1cccc(OCc2nnc(SCC(=O)Nc3nccs3)o2)c1	-1.8	0.1	3	-8	8	1	-3	-3	1
Cc1c(C#N)sc(C(N)=O)c1C	8.1	0.3	6	17	2	0	-7	-2	-3
COc1ccc(CN(C(C)=O)c2cccc(C)c2C)cc1	-0.4	0.0	4	-3	1	-5	4	-3	-1
Continuation.
SMILES	PP5 inh	Efflux pump mplx	GASC-1 inh	PREPL inhibitor	LYPLA2 counter	TPT1 inhibitor	CTSL1 counter	PP1 inh	core dimer inh
Cc1cc(C)cc(OCc2ccc(C(=O)O)o2)c1	-0.6	0.0	-1	-8	-4	0	1	-1	-3
O=C(CO/N=C/c1ccc(OC(F)F)cc1)NC1CCCCC1	1.8	-0.1	98	9	-7	1	0	-2	-3
Cc1c(NC(=O)c2ccc(S(=O)(=O)N3CCOCC3)cc2)c(=O)n(-c2ccccc2)n1C	2.3	-0.1	3	7	-1	0	11	-1	1
O=C(N/N=C/c1ccc(Br)s1)c1c[nH]c2ccccc12	3.0	-0.2	0	10	-9	-1	3	-4	-2
Cc1cc(NS(=O)(=O)c2cccc([N+](=O)[O-])c2)no1	-0.2	-0.4	-2	-2	2	2	-2	0	-3
Cc1ccc(NC(=O)c2ccc(NC3=NC4CS(=O)(=O)CC4S3)cc2)cc1 (stereo not given)	0.2	-0.4	33	4	5	-1	-1	-2	8
C=CCOC(=O)CCCC(=O)NC1CCCCC1	-1.5	0.1	-12	-1	-5	1	0	-5	-3
COc1ccccc1C(=O)Nc1ccc(OCC(=O)N2C(C)CCCC2C)cc1 (stereo not given)	1.6	-0.1	10	0	-3	.	.	1	.
O=C(c1ccccc1)c1cnc(-c2ccc(Cl)cc2)s1	-0.5	-0.1	-6	6	0	0	-1	0	-36
CCCCN1C(=O)C2C3C=CC(C2C1=O)C1C2C(=O)N(CCCC)C(=O)C2C31 (stereo not given)	-1.9	0.2	-2	9	-3	1	0	-7	-1
CCOC(=O)N1CCN(C(=O)c2ccc3c(=O)n(Cc4ccccc4OC)c(=S)[nH]c3c2)CC1	0.4	-0.1	-14	-3	6	0	2	-1	-4
CC1CCCCN1C(=O)Cn1c(=O)oc2cc(S(=O)(=O)N3CCCCC3)ccc21 (stereo not given)	2.4	0.2	-2	4	2	3	-6	6	8
N#Cc1ccc(CO/N=C/c2ccccc2)cc1	1.1	0.0	-3	10	5	-2	-1	-2	1
Cc1nc(C(=O)NC2CCCCC2)sc1C1(C)CC(c2cccc([N+](=O)[O-])c2)=NO1 (stereo not given)	0.8	-0.2	-25	2	50*	-2	0	1	12
c1ccc2c3c([nH]c2c1)C1(CCCCC1)NCC3	-1.2	0.2	0	8	2	0	0	-6	-9
CCC(=O)N1CCc2cc(S(=O)(=O)NC(Cc3ccccc3)C(=O)O)ccc21 (stereo not given)	-0.3	0.1	11	6	-2	-1	5	-3	-1
CC(C)c1nnc(NC(=O)CCC(=O)NC2CCCc3ccccc32)s1 (stereo not given)	-1.8	0.3	11	7	3	-2	0	-6	-1
COC(=O)c1c(NC(=S)NN2CCN(C)CC2)sc2c1CCC(C)C2 (stereo not given)	3.2	-0.2	-11	10	0	-3	2	3	-3
O=C(OCn1nnc2ccccc2c1=O)c1ccc2c(=O)n3c(nc2c1)CCC3	-0.6	0.0	-2	5	0	-1	3	-4	11
Cc1ccccc1CSCC(=O)NCc1ccco1	2.5	0.1	2	7	0	0	-1	-1	9
COc1ccc(-c2[nH]c(-c3ccc(C)cc3)nc2SCC(=O)NCc2ccco2)cc1OC	5.1	0.2	28	14	0	-5	3	3	-12
O=C(COC(=O)C1CCN(c2ccc(C(F)(F)F)cn2)CC1)NCc1ccc(Cl)cc1Cl	3.5	-0.1	11	-5	-9	2	-4	1	-2
CC(=O)N1c2ccc(N=Cc3cc(Br)cc(Br)c3O)cc2CC1C (stereo not given)	-0.6	0.0	18	-7	-2	1	-1	-3	0
Cc1ccccc1C(=O)NC1CCN(Cc2nnnn2CCc2ccccc2)CC1	0.8	-0.1	.	11	3	1	-1	-2	-2

Retrieved one by one from the list above:
SMILES	PP5 inh	Efflux pump mplx	GASC-1 inh	PREPL inhibitor	LYPLA2 counter	TPT1 inhibitor	CTSL1 counter	PP1 inh	core dimer inh
COc1ccc(-c2[nH]c(-c3ccc(C)cc3)nc2SCC(=O)NCc2ccco2)cc1OC	5.1	0.2	28	14	0	-5	3	3	-12
Cc1cc(C)cc(OCc2ccc(C(=O)O)o2)c1	-0.6	0.0	-1	-8	-4	0	1	-1	-3
